GalR3 antagonist: GalR3 antagonists in HEK293 cells, primary screen, cell-based, fluorescence readout | inhibition, % at 3 µM | 0.44% of 360,000 active | AID 651719, 2012 | HEK293 GalR3-CNG cAMP membrane potential fluorescence; galR3 body fused to GalR1 C-terminus;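 active means inhibition above the screen-wide average plus 3 SD, cut at about 13% in these data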;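 further: forskolin and galanin both at EC90 stimulate the cells; cAMP rise reported by CNG channel membrane potential dye signal; 0% = forskolin plus galanin with DMSO and 100% = forskolin alone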
pCIP destab: p/CIP-EGFP fusion destabilizers, primary screen, fluorescence, F442A cells; 16 h; decrease of EGFP signal, % at 10 µM; AID 1984, 2009; 0.01% of 290,000 active; Q05BA5;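 active means EGFP signal decrease of at least 30% at 10 µM or well 3 SD below plate mean, unless failing retest; inactive means the rest, including hits failing retest or dose response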; further: some compounds called inactive have numbers as strong as hits; many of its hits are not listed in these tables
CRFR2-BP antag: antagonists of CRF-BP/CRF-R2 complex, primary screen, cell-based, HEK293, calcium dye fluorescence, uHTS; CRF-induced calcium fluorescence; 0.59% of 350,000 active; inhibition, % at 11.8 µM;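 active means inhibition of the ligand-induced calcium signal above about 50% at the single tested concentration, limit read from the data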
HCV NS3 hel inh: inhibitors of HCV NS3 helicase, primary screen, biochemical, Cy5 molecular beacon fluorescence | Hepatitis C virus NS3 helicase | NS3 helicase DNA unwinding | inhibition, % at 10.9 µM | 0.56% of 290,000 active | AID 1800, 2009;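 active means inhibition above the mean of all tested compounds plus 3 SD, set per campaign, cut at about 35% in these data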;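 further: 0% = DMSO wells and 100% = thioflavine S control wells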
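assay system = NS3 helicase fragment of HCV | buffer or medium = MOPS pH 6.5, MgCl2, DTT, Tween20, BSA | timing = 60 min unwinding reaction at 25 °C after ATP addition | signal = Cy5 beacon fluorescence read at start and 1 h | read-out basis = % inhibition of unwinding | control set = low DMSO, high thioflavine S at 110 µM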
VIM-2 inh: VIM-2 metallo-beta-lactamase inhibitors, primary screen, biochemical, epi-absorbance readout, Pseudomonas aeruginosa enzyme | purified VIM-2, nitrocefin hydrolysis, epi-absorbance fluorescence | inhibition, % at 5.6 µM | 0.89% of 290,000 active | AID 1527, 2009;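 active means inhibition above the mean of all tested compounds plus 3 SD, cutoff set per screening run, cut at about 7.5% in these data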;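 further: red hydrolysis product quenches plate fluorescence so inhibitors raise well fluorescence; 0% = enzyme with DMSO and 100% = DMSO without enzyme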
IDE act: human IDE activators in live cells, primary screen, fluorescence polarization, HEK cells, FAbeta-B substrate. FAbeta-B cleavage; 0% vehicle, 100% cell-free pure enzyme wells. activation, % at 5.96 µM. 0.073% of 340,000 active;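 active means activation above the mean of all tested compounds plus 3 SD, set per screening campaign, cut at about 17% in these data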
Target sequence (P14735 whole entry, looked up): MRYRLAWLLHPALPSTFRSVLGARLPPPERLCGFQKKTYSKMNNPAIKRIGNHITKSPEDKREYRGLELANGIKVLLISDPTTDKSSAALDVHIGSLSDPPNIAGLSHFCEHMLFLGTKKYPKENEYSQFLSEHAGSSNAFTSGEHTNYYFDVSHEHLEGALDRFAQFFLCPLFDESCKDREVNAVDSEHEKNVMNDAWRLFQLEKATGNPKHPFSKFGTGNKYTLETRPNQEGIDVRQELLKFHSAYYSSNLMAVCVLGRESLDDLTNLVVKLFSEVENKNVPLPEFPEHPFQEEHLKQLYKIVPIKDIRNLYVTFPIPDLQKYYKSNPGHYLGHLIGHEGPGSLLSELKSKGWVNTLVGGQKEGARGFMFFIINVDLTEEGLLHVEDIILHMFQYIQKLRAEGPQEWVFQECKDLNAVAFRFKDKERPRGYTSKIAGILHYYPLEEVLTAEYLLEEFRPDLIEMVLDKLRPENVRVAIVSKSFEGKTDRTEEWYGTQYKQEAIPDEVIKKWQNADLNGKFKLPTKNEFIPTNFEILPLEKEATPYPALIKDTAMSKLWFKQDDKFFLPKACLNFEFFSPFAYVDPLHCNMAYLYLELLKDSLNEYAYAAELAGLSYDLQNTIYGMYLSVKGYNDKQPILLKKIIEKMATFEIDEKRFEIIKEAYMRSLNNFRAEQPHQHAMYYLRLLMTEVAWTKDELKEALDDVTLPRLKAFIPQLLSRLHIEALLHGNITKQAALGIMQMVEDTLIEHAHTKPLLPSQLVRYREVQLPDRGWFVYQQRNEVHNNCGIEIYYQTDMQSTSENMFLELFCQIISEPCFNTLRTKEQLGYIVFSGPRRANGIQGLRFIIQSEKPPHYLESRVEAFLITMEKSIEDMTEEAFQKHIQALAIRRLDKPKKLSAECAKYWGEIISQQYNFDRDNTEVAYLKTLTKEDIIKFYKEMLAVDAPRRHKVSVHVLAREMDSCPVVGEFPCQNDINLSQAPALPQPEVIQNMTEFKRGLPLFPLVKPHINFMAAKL
SUMO HTRF inh: inhibitors of in vitro SUMOylation cascade, primary screen, biochemical, HTRF, uHTS; HTRF SUMOylation assay, SAE1/SAE2 + UBC9; 0.36% of 290,000 active; AID 2006, 2009; inhibition, % at 35 µM; SUMO-conjugating enzyme UBC9 (Homo sapiens), P63279; in the data active means inhibition above about 50%, passing the limit was not always enough; further: strong numbers were not always called active
IMP-1 inh: IMP-1 metallo-beta-lactamase inhibitors, primary screen, biochemical, epi-absorbance readout, Pseudomonas aeruginosa enzyme. purified IMP-1, nitrocefin hydrolysis, epi-absorbance fluorescence. AID 1556, 2009. 0.45% of 290,000 active. inhibition, % at 5.6 µM;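 active means inhibition above the mean plus 3 SD of all compounds in the same screening run, cut at about 4.5% in these data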;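 further: 0% = IMP-1 with DMSO and 100% = DMSO wells lacking enzyme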
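assay system = purified recombinant IMP-1 metallo-beta-lactamase enzyme | schedule = 15 min preincubation plus 25 min reaction at 25 °C | signal = Epi-absorbance fluorescence, 480 nm excitation, 530 nm emission | read-out basis = percent inhibition from optical density relative to buffer-blank wells | controls = IMP-1 with DMSO as 0%, enzyme-free DMSO as 100%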
IDE cell inh: human IDE inhibitors in live cells, primary screen, fluorescence polarization, HEK cells, FAbetaB substrate | 0.41% of 320,000 active | inhibition, % at 5.59 µM | Insulin-degrading enzyme (Homo sapiens), P14735 | AID 434962, 2010 | FAbetaB cleavage;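 active means percent inhibition above the average of all tested compounds plus 3 SD, set per screening campaign, cut at about 16% in these data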;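 further: IDE supplied by intact live HEK cells; FP after avidin binding of uncleaved biotin substrate so inhibition keeps polarization high; 0% = DMSO wells and 100% = 60 µM reference IDE inhibitor Ii1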
Numbers without * were called inactive; . = not tested or not shown.

SMILES	GalR3 antagonist	pCIP destab	CRFR2-BP antag	HCV NS3 hel inh	VIM-2 inh	IDE act	SUMO HTRF inh	IMP-1 inh	IDE cell inh
O=C(COC(=O)Cc1ccc(Br)cc1)Nc1ccc(N2CCOCC2)cc1	0	.	-7	.	.	-4	.	.	5
CCOC(=O)N1CCN(C(=O)c2ccc3c(c2)N(Cc2cccc(Cl)c2)C(=O)c2ccccc2S3=O)CC1 (centres undefined)	-6	-5	7	-20	0.3	2	14	-0.6	1
CCCCn1nc(C(=O)Nc2ccc3c(c2)OCCO3)c2ccccc2c1=O	-4	.	-2	.	.	-2	.	.	3
COc1cccc(/C=N/NC(=O)c2ccc(CN3c4cccc5cccc(c45)S3(=O)=O)cc2)c1	5	-2	-1	-18	-3.0	5	-4	-2.5	13
O=C(Nc1ccnn1C1CCN(CC(O)CO)CC1)C1CCCC1 (centres undefined)	-3	-18	7	-1	-1.6	1	2	-2.1	.
Cc1oc2cc3oc(=O)c(CCC(=O)NCCC(=O)O)c(C)c3cc2c1C	-10	-5	4	9	1.5	1	16	0.1	-1
CC1=C(C(=O)Nc2ccc(C(=O)N3CCN(c4cccc(Cl)c4)CC3)cc2)SCCO1	3	-14	-5	-9	-0.5	-3	10	-0.3	5
Nc1nnc(SCC(=O)NN2C(=O)NC3(CCCCC3)C2=O)s1	1	9	4	10	-1.6	1	6	-3.7	3
CCC(C)Sc1cccc(-c2nc3ccccn3c2NCc2ccccc2)c1 (centres undefined)	-4	.	-7	.	.	0	.	.	6
COc1ccc(/C=N/NC(=O)c2ccn[nH]2)cc1Cn1cc([N+](=O)[O-])cn1	-2	-3	18	3	-4.7	2	2	-3.0	-7
CC(=O)c1sc(NC(=O)CN2C(=O)CCC2=O)nc1C	-2	.	-11	-6	-2.4	-3	.	-4.2	2
CCCCNC(=O)C1CC(=O)N(CCc2ccccc2)C1 (centres undefined)	-6	-4	-2	2	-0.9	2	-8	-3.2	5
CCCS(=O)(=O)NCCc1cc2ccc(OC)cc2[nH]c1=O	2	-6	-6	-4	0.2	-1	-2	-0.4	-1
C[n+]1ccc(C(=O)Nc2ccccc2Cl)cc1	-2	-12	-4	-3	-0.6	5	17	-1.1	-7
CS(=O)(=O)N(CC(=O)N1CCN(c2ccc(F)cc2)CC1)c1ccc(F)c(Cl)c1	-5	0	-8	-3	-2.4	2	-6	1.1	3
Cn1c(SCC(=O)N2CCN(c3ccccc3)CC2)nnc1-c1ccccc1	-5	-8	-4	0	-2.2	-12	0	-0.9	-2
O=C(Nc1ccccc1)Nc1c(F)cccc1F	-2	-11	-9	2	-1.1	10	-8	-1.0	0
COc1ccc(Nc2nnc(SCC(=O)NC3CC3)s2)cc1	-3	.	6	.	.	4	.	.	1
CC(NC(=O)Nc1ccc(Cl)cc1)C1CCCO1 (centres undefined)	-2	-1	-3	-4	-1.7	9	12	-2.0	3
COc1ccccc1CC(=O)Nc1cc(S(=O)(=O)N2CCOCC2)ccc1N1CCOCC1	-5	.	-2	.	.	-2	.	.	5
Cc1[nH][nH]c(=O)c1C(c1cc(Br)ccc1O)c1c(C)[nH][nH]c1=O	-5	-8	-9	4	-2.4	1	0	-3.1	1
Cc1cc2c(=O)n(NC(N)=O)c(C)nc2s1	1	3	-7	3	-2.6	2	-3	-2.1	3
CC(C)n1c(C(F)(F)F)nc2cc(C(=O)N3CCOCC3)ccc21	-11	5	2	11	-0.9	2	-11	-1.4	-2
O=C(Nc1cc(C(F)(F)F)ccc1Cl)c1ccncc1	-2	16	-3	2	-2.6	0	-23	-1.1	6
O=C(CNC(=O)c1ccc(=O)[nH]c1)Nc1ccc(F)c(F)c1	-2	2	-1	8	-3.9	6	-4	-4.4	6

(further entries)
SMILES	GalR3 antagonist	pCIP destab	CRFR2-BP antag	HCV NS3 hel inh	VIM-2 inh	IDE act	SUMO HTRF inh	IMP-1 inh	IDE cell inh
COC(=O)c1cccc(N(CC(=O)NC2CCCC2)C(=O)CCC(=O)Nc2cc(C)on2)c1	-7	-13	1	-4	1.6	-2	2	-1.5	0
CCN(CC)CCSc1nc(O)c(C(C)C)c(=O)[nH]1	-3	3	12	1	-3.9	6	-7	-4.3	1
COC(=O)c1ccc(COC(=O)c2nn(C)c(=O)c3ccccc23)cc1	-6	-4	9	10	-2.9	2	-11	-3.0	9
Cc1ccc(NC(=O)C2CCN(S(=O)(=O)c3c(C)nn(C)c3C)CC2)c(Cl)c1	2	-3	-1	-1	-1.4	0	6	-3.1	1
O=C(Cn1cc2c(n1)CCCCC2)NCCCN1CCOCC1	2	-12	12	6	-1.4	-1	-1	-2.8	5
CCOc1ccccc1CN1CCN(CC2CC2)CC1CCO (centres undefined)	-10	-22	-3	3	-0.4	0	5	-1.9	-4
Cc1occc1C(=O)N1CCN(S(=O)(=O)c2ccccc2)CC1	0	-1	-6	-4	0.6	4	5	0.1	-3
Cc1oc2cc(OCC(=O)O)ccc2c(=O)c1Oc1ccccc1	-4	-1	7	2	0.1	1	9	-0.2	-5
CNc1ccc(C(=O)c2ccccc2C(=O)O)cc1[N+](=O)[O-]	-7	4	24	4	0.9	1	22	-1.9	-6
Cc1ccccc1C(=O)Nc1ccc2c(C#N)c3nc4ccccc4nc3n2c1	-8	-12	-38	25	2.0	-6	49	-1.2	3
CCCCOC(=O)CSC1=C(C#N)C(c2ccccc2OC)C(C#N)C(=O)N1 (centres undefined)	0	-4	-13	30	-1.6	1	1	-2.1	7
O=C(Nc1cnn(C23CC4CC(CC(C4)C2)C3)c1)c1cnn2c(C(F)(F)F)cc(-c3ccco3)nc12	-8	-6	-31	16	-2.3	3	33	-1.6	1
CCN(CC)S(=O)(=O)c1ccc(C(=O)OCCN2C(=O)c3cccc4c(N5CCOCC5)ccc(c34)C2=O)cc1	-8	-8	-243	-3	-4.0	2	34	-2.3	6
COc1ccc2c(c1)OC[C@H]1[C@H]2N2C(=O)c3cc(OC)c(OC)cc3NC(=O)[C@@]2(C)[C@H]1c1ccccc1	-5	.	65*	.	.	-3	.	.	3
COc1ccc(NC(=O)C23CCC(C)(C(=O)O2)C3(C)C)cc1 (centres undefined)	-11	-1	14	0	-0.6	0	17	-2.2	3
Cc1nnc(SCC(=O)N2CCN(S(=O)(=O)c3ccccc3)CC2)n1Cc1ccccc1	-5	-3	22	-2	-3.0	1	21	-4.0	4
Cc1ccc(NC(=O)CSc2nc3[nH]c(=O)cc(O)c3s2)c(Br)c1	-5	.	-6	.	.	2	.	.	4
CCn1cc(Cl)c(C(=O)Nc2nccs2)n1	-2	0	25	-2	-4.8	2	12	-3.0	.
CC(C)(C)OC(=O)N1CCN(c2ccc(NC(=O)c3ccco3)cc2)CC1	-6	-3	1	3	-2.9	3	-9	-3.4	.
O=C(C(c1ccccc1)c1ccccc1)N1CCN(Cc2ccncc2)CC1	-2	-7	-2	-4	-4.5	5	0	-1.8	-2
Cc1cc(C)n(-c2nnc3n2N=C(c2c[nH]c4ccccc24)CS3)n1	1	13	-9	-3	-1.4	0	6	-3.3	-2
C=CCn1c(NS(=O)(=O)c2ccccc2)c(S(=O)(=O)c2ccc(C)cc2)c2nc3ccccc3nc21	-4	-4	-11	24	-2.3	2	.	-1.7	7
CCOC(=O)c1cc(C)sc1NC(=O)c1ccc(Cl)s1	-3	-7	21	11	-2.6	-3	16	-3.9	0
CCCCc1nc2ccccc2c(=O)n1NC(=O)c1c(O)c2c(n(CC(C)C)c1=O)CCCC2	-4	4	2	-3	1.0	0	6	-1.8	.
Cn1c(NCc2ccco2)nc2c1c(=O)n(Cc1ccc(Br)cc1)c(=O)n2C	1	1	-17	25	-1.8	1	16	-1.9	-1

6 entries picked at random from those above:
SMILES	GalR3 antagonist	pCIP destab	CRFR2-BP antag	HCV NS3 hel inh	VIM-2 inh	IDE act	SUMO HTRF inh	IMP-1 inh	IDE cell inh
CCn1cc(Cl)c(C(=O)Nc2nccs2)n1	-2	0	25	-2	-4.8	2	12	-3.0	.
O=C(Nc1ccccc1)Nc1c(F)cccc1F	-2	-11	-9	2	-1.1	10	-8	-1.0	0
O=C(Nc1cnn(C23CC4CC(CC(C4)C2)C3)c1)c1cnn2c(C(F)(F)F)cc(-c3ccco3)nc12	-8	-6	-31	16	-2.3	3	33	-1.6	1
CC(C)(C)OC(=O)N1CCN(c2ccc(NC(=O)c3ccco3)cc2)CC1	-6	-3	1	3	-2.9	3	-9	-3.4	.
CC(C)n1c(C(F)(F)F)nc2cc(C(=O)N3CCOCC3)ccc21	-11	5	2	11	-0.9	2	-11	-1.4	-2
CCCS(=O)(=O)NCCc1cc2ccc(OC)cc2[nH]c1=O	2	-6	-6	-4	0.2	-1	-2	-0.4	-1

Later entries:
SMILES	GalR3 antagonist	pCIP destab	CRFR2-BP antag	HCV NS3 hel inh	VIM-2 inh	IDE act	SUMO HTRF inh	IMP-1 inh	IDE cell inh
COCCNC(=O)CSc1nc(-c2ccccc2)cs1	-6	0	7	17	-1.1	5	29	-2.5	-1
CCOC(=O)C1=C(C)Nc2nc(=S)[nH]n2C1c1ccc(Cl)cc1 (centres undefined)	-5	-6	-20	12	-4.9	-8	0	-1.8	.
CC1OC(OC2C(CO)OC(OC3C(CO)OC(O)C(O)C3O)C(O)C2O)C(O)C(O)C1N[C@@H]1C=C(CO)[C@@H](O)C(O)[C@H]1O (some centres undefined)	.	3	-1	4	-1.6	0	0	-2.5	-4
COc1cc(/C=N/NC(=O)c2ccoc2C)cc(OC)c1OC	-7	.	2	2	-0.7	1	.	-0.5	9
CSc1cccc(NC(=O)/C=C/c2ccc(Cl)cc2)c1	-5	-12	2	-4	-3.2	-8	-27	-3.5	9
O=C(c1ccc(S(=O)(=O)N2CCOCC2)cc1)N(c1cccc(Cl)c1)C1C=CS(=O)(=O)C1 (centres undefined)	-5	-11	3	4	-1.7	0	12	-2.1	-1
